TLR4 MyD88 blk = blocks binding of human TLR4 to MyD88. O00206. Cell-based TLR4-MyD88 binding inhibition assay. inhibition, % at 10 µM. hit rate 0.06% among 16,000. AID 811; in the data active = inhibition above about 45%
luminol inh ctr = counter-screen for Nox1 inhibitors: inhibitors of luminol chemiluminescence. HRP/luminol/H2O2 chemiluminescence counterscreen. hit rate 0.4% among 16,000. AID 1823. inhibition, % at 6.7 µM; also: reference of the scale not given here
PME-1 Maybridge = inhibitors of human PME-1 in Maybridge library. AID 2291. hit rate 0.5% among 16,000. inhibition, % at 9 µM. recombinant PME-1, FP-Rh probe fluorescence polarization; in the data active = inhibition above about 30%
rat GALR2 ag = activates the rat galanin receptor 2; cell-based GALR2 agonist screen; hit rate 0.5% among 16,000; AID 833; activation, % at 10 µM; O08726; in the data active = activation above about 15%
Target sequence (O08726 whole entry, looked up): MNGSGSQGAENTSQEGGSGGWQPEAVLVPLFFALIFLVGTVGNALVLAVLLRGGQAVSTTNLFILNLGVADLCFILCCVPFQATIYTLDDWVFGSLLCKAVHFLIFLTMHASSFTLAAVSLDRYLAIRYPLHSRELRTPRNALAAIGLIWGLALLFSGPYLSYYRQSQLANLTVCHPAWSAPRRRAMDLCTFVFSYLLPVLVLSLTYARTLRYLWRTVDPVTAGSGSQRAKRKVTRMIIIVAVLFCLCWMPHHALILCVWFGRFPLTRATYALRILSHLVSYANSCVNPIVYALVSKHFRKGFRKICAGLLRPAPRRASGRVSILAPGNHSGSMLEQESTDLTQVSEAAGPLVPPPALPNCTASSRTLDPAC
Nox1 inh = blocks human NADPH oxidase 1 activity | Q9Y5S8 | HT29 cells, luminol chemiluminescence ROS | inhibition, % at 6.7 µM | hit rate 0.81% among 16,000
Target sequence (Q9Y5S8 whole entry, looked up): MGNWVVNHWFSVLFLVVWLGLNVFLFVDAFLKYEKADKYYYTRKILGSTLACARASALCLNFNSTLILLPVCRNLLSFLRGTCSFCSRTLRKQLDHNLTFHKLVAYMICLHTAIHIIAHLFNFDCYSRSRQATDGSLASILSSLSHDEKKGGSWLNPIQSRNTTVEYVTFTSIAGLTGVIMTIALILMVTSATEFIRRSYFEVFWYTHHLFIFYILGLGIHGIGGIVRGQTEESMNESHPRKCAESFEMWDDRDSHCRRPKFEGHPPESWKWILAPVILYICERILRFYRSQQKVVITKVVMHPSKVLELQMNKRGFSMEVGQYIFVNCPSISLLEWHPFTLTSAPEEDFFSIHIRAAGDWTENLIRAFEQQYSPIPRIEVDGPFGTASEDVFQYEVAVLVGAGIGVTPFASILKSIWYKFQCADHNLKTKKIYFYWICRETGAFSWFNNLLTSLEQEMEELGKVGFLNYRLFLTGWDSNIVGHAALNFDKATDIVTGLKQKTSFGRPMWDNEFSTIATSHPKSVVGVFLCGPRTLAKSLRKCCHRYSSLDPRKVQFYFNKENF
S1P1 agonist = activates the human S1P1 receptor; P21453; S1P1 agonist cell-based reporter assay; activation, % at 4.5 µM; hit rate 1.5% among 16,000; in the data active = activation above about 80%
KOR antag MB = antagonists of human kappa opioid receptor OPRK1, Maybridge library | AID 652031 | hit rate 0.4% among 16,000 | OPRK1 cells, antagonist mode, fluorescence readout | P41145 | inhibition, % at 9 µM; in the data active = inhibition above about 50%
NOTCH agonist = NOTCH pathway agonism | NOTCH signaling luciferase reporter cells, luminescence | activation, % at 2.5 µM | hit rate 0.4% among 15,000 | AID 434982; in the data active = activation above about 2.2%
Active calls of the source: *; / = no result given. Rule as the data show it, unless noted: active = inhibition above about 75%; inactive = the rest.

SMILES	TLR4 MyD88 blk	luminol inh ctr	PME-1 Maybridge	rat GALR2 ag	Nox1 inh	S1P1 agonist	KOR antag MB	NOTCH agonist
COc1ccc(/C=N/NS(=O)(=O)c2ccc(Cl)cc2)cc1OC	8	9	-4	-8	14	27	-8	-1.0
Nc1ccc(Cl)cc1-c1nc2ccccc2[nH]1	-8	-4	-11	-8	19	-9	-12	0.3
CCOC(=O)N1CCN(c2ccccc2OC)CC1	-8	0	3	-7	-19	-3	-4	-0.3
COc1ccc(Oc2ccc(C(F)(F)F)cc2NC(=O)c2ccc(OC)cc2)cc1	-11	-2	-3	-11	-1	-3	6	-0.3
Cn1nc(-c2ccccc2)cc1NC(=O)C1COc2ccccc2O1 (stereo not drawn)	-2	3	-2	-7	-46	-1	24	-1.0
O=C(Nc1ccc(F)cc1F)Nc1ccccc1C(=O)NCCN1CCNC1=O	-10	-7	4	-4	-10	-12	-22	-0.8
COC(=O)c1c(C)[nH]c(C)c1-c1ccon1	2	1	3	-6	-55	0	-1	0.0
COC(=O)Nc1nc2ccc(-c3n[nH]c(=O)c4ccccc34)cc2[nH]1	3	1	2	-4	-45	-8	0	-0.6
CCOC(=O)C1CCN(c2ccc(C#N)cc2)CC1	-1	-8	7	-3	2	23	12	-0.8
CC1(C23CC4CC(CC(C4)C2)C3)CC(=O)O1 (stereo not drawn)	12	-2	-4	-4	-59	6	3	0.2
COc1ccc2c(c1)CCCN2C(=O)c1c(-c2c(Cl)cccc2Cl)noc1C	-10	4	-1	-2	-21	-5	15	0.1
CC(C)(C)OC(=O)N1CCN(C(=O)/C=C/C(=O)O)CC1	-8	0	2	1	-75	-20	-3	-0.5
Cc1ccc(S(=O)(=O)C2CS(=O)(=O)c3ccccc32)cc1 (stereo not drawn)	-5	3	-3	-9	-12	1	15	-0.1
O=[N+]([O-])c1cc(C(F)(F)F)ccc1Sc1cccs1	0	-3	2	-7	-36	-10	16	-0.2
C[C@H](NC(=O)c1ccc(Cl)cc1Cl)C(=O)NCc1cccnc1	-11	-7	4	-6	12	-14	-9	-0.5
COC(=O)c1c(C)[nH]c(C)c1/C=C(\C#N)S(=O)(=O)c1ccc(Cl)cc1	-10	-3	10	-6	1	-15	10	-0.7
Cc1c(C)c(C)c(CSC2=NCCN2Cc2ccccc2)c(C)c1C	0	-3	0	-6	15	-19	13	-0.1
CCOC(=O)c1cc(C#N)c(N2CCNCC2)nc1C(F)(F)F	2	-2	7	-3	-106	14	16	-0.4
CCO/C=C1\SC(=S)N(CCc2ccccc2)C1=O	-7	9	-20	-6	-6	-18	10	-0.5
CCOC(=O)/C(N=Nc1ccccc1)=C(\C)O	-6	17	0	-5	-18	-6	-30	-0.2
O=C(CNC(=O)c1ccccc1F)c1ccc(Br)cc1	-1	1	-7	-8	-16	85*	14	-0.4
OC(CNCc1ccc2c(c1)OCO2)COc1ccccc1 (stereo not drawn)	1	-9	3	-4	-16	-15	-20	-0.2
O=[N+]([O-])c1cccc(-c2noc(-c3c(F)cccc3F)n2)c1	7	-7	1	-2	6	43	3	-0.6
CCOC(=O)C(=CNc1cccc(-c2nn(C)cc2Br)c1)C(=O)OCC	2	-6	8	-5	-17	-40	2	-0.8
OC(COc1ccc(Cl)cc1Cl)Cn1ccnc1 (stereo not drawn)	4	-1	1	-7	3	6	-8	-0.7
CC1(C2(C)OCCO2)OCCO1	1	-1	2	-5	-86	-3	0	-5.7
COC(=O)C1=C(NC(C)=O)CCC(C(=O)OC)C1 (stereo not drawn)	12	-5	1	-7	-45	-5	30	1.8
OC(COc1ccccc1)CN1CCNCC1 (stereo not drawn)	10	0	1	-5	-92	-4	-5	0.1
CN(C)S(=O)(=O)Oc1cccc(F)c1OS(=O)(=O)N(C)C	3	1	0	-10	-28	0	4	-0.8
CC(C)(O)CCSc1ccc([N+](=O)[O-])cn1	9	2	-1	-8	-30	8	-1	-0.8
COC(=O)c1cc(S(=O)(=O)N2CCOCC2)oc1C	7	4	-2	-4	-41	7	-11	-0.4
O=C(NNS(=O)(=O)c1cc(Cl)c(Cl)cc1Cl)c1cccnc1	-7	2	3	-3	-63	-14	7	-5.5
Nc1cc(-c2cccc(C(F)(F)F)c2)[nH]n1	-2	-5	1	-7	1	7	-2	-0.4
Cc1nc(C)c(-c2ccnc(-c3ccc(Cl)cc3)n2)s1	-2	0	4	-2	-77	-15	-6	-0.6
CCOC(=O)N/N=C/c1c[nH]c2ccccc12	-13	-29	9	-5	0	16	8	-0.4
COC(=O)c1c(C)[nH]c(C)c1/C=N/N=C/c1c(C)[nH]c(C)c1C(=O)OC	2	1	-3	7	-1	7	20	-0.2
Cc1ccc2c(c1)/C(=c1/sc3nc4ccccc4n3c1=O)C(=O)N2	-8	-1	8	-5	-80	-6	-8	-0.7
CC(C)Cc1ccc(C(C)C(=O)Nc2nn(C)c3ccccc23)cc1 (stereo not drawn)	/	-6	6	-8	17	-9	39	-0.3
O=C(Nc1ccccc1)N1CCc2sccc2C1c1ccc(C(F)(F)F)cc1 (stereo not drawn)	6	3	-30	-12	-68	25	2	-0.4
Cn1nc(C(C)(C)C)c(NC(=O)c2cccnc2)c1C(C)(C)C	4	-3	0	-6	-61	2	-5	0.9
O=C(CSc1n[nH]c(=O)n1-c1cccc(F)c1)Nc1ccc(Cl)cc1	-2	-6	1	-2	-2	-10	8	-0.1
CCOC(=O)NC(=S)NCCc1ccccn1	-8	-2	-2	-6	-38	-11	9	0.1
COc1cc(C(F)(F)F)cc(C(F)(F)F)c1C(=O)NCc1cccs1	1	-2	1	-7	-32	9	-16	0.6
CCOc1nc2ccc(C)cc2c(=O)o1	-6	2	-1	1	-68	0	10	-0.3
OC(COc1ccc(F)cc1)(c1ccccc1)c1ccccc1	1	0	3	-7	-20	-26	-18	-0.4

One compound at a time, as listed above.
CC(C)(O)CCSc1ccc([N+](=O)[O-])cn1 is entered as TLR4 MyD88 blk = 9; luminol inh ctr = 2; PME-1 Maybridge = -1; rat GALR2 ag = -8; Nox1 inh = -30; S1P1 agonist = 8; KOR antag MB = -1; NOTCH agonist = -0.8
COC(=O)c1c(C)[nH]c(C)c1-c1ccon1 is entered as TLR4 MyD88 blk = 2; luminol inh ctr = 1; PME-1 Maybridge = 3; rat GALR2 ag = -6; Nox1 inh = -55; S1P1 agonist = 0; KOR antag MB = -1; NOTCH agonist = 0.0

Next section
SMILES	TLR4 MyD88 blk	luminol inh ctr	PME-1 Maybridge	rat GALR2 ag	Nox1 inh	S1P1 agonist	KOR antag MB	NOTCH agonist
FC(F)(F)c1cccc(-c2nc(-c3cnccn3)no2)c1	2	4	-2	-4	-27	43	9	0.0
c1csc(-c2ccnc(SCc3ccc4nonc4c3)n2)c1	-6	-7	-6	-7	-17	10	-8	-0.8
O=C(Oc1ccc(Cl)cc1)c1ccc2c(c1)CCO2	3	-9	3	-2	26	18	8	-0.7
COc1ccc(NC(=O)/C(C#N)=C/c2ncc([N+](=O)[O-])n2C)c(OC)c1	-4	-5	2	-5	-8	0	-1	-0.3
CCOC(=O)/C(C#N)=C/C=C(/c1ccc(Cl)cc1)N1CCSCC1	-10	5	2	-10	-16	66	-11	-0.2
Cc1cc(NC(=O)CSc2ccc(Cl)cc2)no1	4	-1	4	-5	-21	-2	6	-0.3
N/C(=N\OC(=O)c1ccc(Cl)cc1)c1ccc(S(=O)(=O)N2CCOCC2)cc1	5	-1	0	-7	-43	3	3	-0.9
Cc1nc2ccccn2c1C(=O)NNS(=O)(=O)c1sc2ccc(Cl)cc2c1C	-3	10	5	-6	13	100*	-3	-0.1
Cc1ccc([N+](=O)[O-])c(C(=O)NCC(=O)O)c1	-6	-2	0	-7	-6	-20	-16	-0.9
CN(C)c1cc(C(F)(F)F)nc2c(Cl)c(C(C)(C)C)nn12	6	0	1	-3	-14	-23	18	-0.3
CCOC(=O)c1[nH]c(C)c(S(=O)(=O)NC2CCCCNC2=O)c1C (stereo not drawn)	-6	2	2	-6	-24	-20	7	-1.7
O=C(O)c1cccc(Sc2cccc(C(=O)O)c2)c1	2	2	-1	-10	3	-21	-16	0.0
Cc1cc(C(=O)Nc2cccc(COC(=O)c3cc(C)on3)c2)no1	8	2	-5	-2	-46	18	-1	-0.3
O=c1cc(CSc2ccc(Cl)cc2)[nH]c(=O)[nH]1	4	0	0	11	-36	-3	9	0.3
Cc1ccc(S(=O)(=O)OCC(O)CNC2Cc3ccccc3C2)cc1 (stereo not drawn)	-5	2	0	-9	-44	-6	3	-0.7

In the list so far, these contain a cyano group.
SMILES	TLR4 MyD88 blk	luminol inh ctr	PME-1 Maybridge	rat GALR2 ag	Nox1 inh	S1P1 agonist	KOR antag MB	NOTCH agonist
CCOC(=O)C1CCN(c2ccc(C#N)cc2)CC1	-1	-8	7	-3	2	23	12	-0.8
COC(=O)c1c(C)[nH]c(C)c1/C=C(\C#N)S(=O)(=O)c1ccc(Cl)cc1	-10	-3	10	-6	1	-15	10	-0.7
CCOC(=O)c1cc(C#N)c(N2CCNCC2)nc1C(F)(F)F	2	-2	7	-3	-106	14	16	-0.4
COc1ccc(NC(=O)/C(C#N)=C/c2ncc([N+](=O)[O-])n2C)c(OC)c1	-4	-5	2	-5	-8	0	-1	-0.3
CCOC(=O)/C(C#N)=C/C=C(/c1ccc(Cl)cc1)N1CCSCC1	-10	5	2	-10	-16	66	-11	-0.2

New compounds follow:
SMILES	TLR4 MyD88 blk	luminol inh ctr	PME-1 Maybridge	rat GALR2 ag	Nox1 inh	S1P1 agonist	KOR antag MB	NOTCH agonist
CCOC1O[C@@H]2[C@H](O1)[C@@H](CO)O[C@H]2n1cnc2c(N)ncnc21 (stereo partly drawn)	1	-1	-1	-8	-23	-9	-8	0.6
Clc1ccc(/C=N/N2CCCCC2)cc1	-8	3	-3	-10	-22	7	4	0.2
COc1ccc(C(=O)/C=C(\C(=O)c2ccccc2)c2ccccc2)cc1CN1CCOCC1	-12	-7	5	-6	-17	-3	1	-0.9
CC(C)(C)OC(=O)N1Cc2ccccc2C[C@@H]1C(=O)NCc1cccs1	7	0	4	-5	-20	6	-18	-0.3
COC(=O)c1sc(SC)c(-c2ccn(C(=O)c3ccc(Cl)cc3)n2)c1C	-2	-2	2	-6	21	0	-6	0.3
CN(NC(=O)c1ccccc1Cl)c1cccc(F)c1C#N	1	-2	0	-9	-74	0	2	-0.9
N#CCCN(Cc1cccs1)C(=O)Nc1cccc(C(F)(F)F)c1	5	0	2	42*	-55	-2	-1	-0.6
COc1ccc(/C=C2/N=C(c3ccccc3)NC2=O)cc1	-2	5	-1	15*	-35	-33	17	-0.5
Cc1ccc(C(=O)/C=C2/NCCNC2=O)cc1	-1	1	-1	-6	-28	4	6	-0.8
CCOC(=O)NC(=O)/C(=C/NCc1ccncc1)C(=O)OCC	-11	-1	2	-5	5	-1	-1	-0.9
Cc1cc(C(=O)Nc2cc(S(=O)(=O)N(C)C)ccc2C)no1	-8	-5	0	-5	23	-16	-9	/
C(C=Cc1ccn[nH]1)=Cc1ccccc1	2	3	-6	-2	-22	10	-4	-0.5
COc1ccc(-c2ccccc2)cc1Br	7	-5	1	-5	-56	0	9	0.1
C#CC(CC)(CC)NC(=O)c1sc2ccccc2c1Cl	8	-8	4	-7	5	7	13	1.0
O=C(NNc1c(Cl)cncc1Cl)C(c1ccccc1)c1ccccc1	-8	12	0	-9	-5	3	-11	-0.2
CC(C)N(Cc1ccccc1)C(=O)c1ccc2nsnc2c1	-3	-6	5	-8	-2	-7	-13	0.0
COc1ccc(Oc2ccc(/C(N)=N/OC(=O)C(C)(C)C)cc2[N+](=O)[O-])cc1	-2	-1	0	-7	-6	59	1	-0.2
Cc1cc(Oc2cc(Cl)cc(Cl)c2)nc(-c2ccccn2)n1	1	-1	2	-4	-15	6	7	0.2
CCn1nc(C)cc1-c1nnc(SCC(=O)Nc2ccccc2)n1-c1ccccc1	-3	-5	5	-4	19	-11	-3	-0.5
CC(=O)Nc1ccc(OCCCNC(=O)C2=NNC(=O)CC2)cc1	5	1	2	-8	-49	-2	-14	0.2
COc1cccc2c1c(NC(=O)CSCC(=O)O)nn2C	-6	-2	-1	-5	-25	-9	9	0.2
CC(NC(=S)NCc1ccncc1)c1ccccc1 (stereo not drawn)	0	1	0	-4	-63	-12	4	-0.2
O=[N+]([O-])c1ccc(NC2CCSC2)c([N+](=O)[O-])c1 (stereo not drawn)	-1	1	-1	-6	-30	-3	2	-0.3
COc1ccccc1Oc1ccccc1[N+](=O)[O-]	-2	1	0	-8	-9	-6	4	0.3
CCOC(=O)NC(Nc1ccccc1C)(C(F)(F)F)C(F)(F)F	-2	-4	10	-4	12	2	11	-0.1
Cc1ccc(S(=O)(=O)OC23C=CC(CC2)CC3)cc1	6	3	-49	-10	-38	6	10	-0.1
CC(=O)n1nccc1-c1c(C)nc2ccccn12	-1	-1	-2	-5	-34	-2	-9	0.1

Screens (PubChem BioAssay)
